INS-1E GSIS act: primary screen for activators of insulin secretion dependent on glucose, INS-1E cells, GLuc reporter luminescence; INS-1E GLuc reporter insulin secretion, 2-3 h; 370,000 tested, 0.61% active; activation, % at 16.6 µM;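 active = lowest replicate activation of at least 40%, so every replicate reaches that level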;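 note: 0% = median of neutral control wells and 100% = median of IBMX positive control wells; some compounds called inactive have numbers as strong as hits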
CFTR F508del cor: CFTR F508del correction in bronchial cells | AID 720511 | CFBE cells, YFP halide quenching; stimulated with forskolin plus potentiator P3; % fluorescence drop versus neutral controls | 350,000 tested, 0.36% active | activity (quench increase), % at 7.58 µM;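 active = mean added fluorescence quench of at least 8% versus neutral control, with both replicates also reaching 8%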;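 note: cells transiently co-express mutant CFTR-F508del with the halide-sensitive YFP; corrector assay measuring rescue of mutant channel to the surface after 24 h compound exposure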
PAX8 reporter: PAX8 transcriptional activity inhibition; inhibition, % at 12.6 µM; AID 652154; 360,000 tested, 1.2% active; RMG-I TPO-luciferase reporter, SteadyGlo, 24 h;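 active = mean replicate inhibition at least 60% with every replicate also reaching 60%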;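 note: luciferase light reporting Pax8 driven TPO promoter activity; plate controls were median of neutral control wells for no effect and mitoxantrone controls for full effect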
FN deposit inh: fibronectin deposition inhibition; AH1F fibroblasts, Alexa488-fibronectin deposition fluorescence, overnight; 350,000 tested, 0.086% active; inhibition, % at 12.6 µM;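 active = mean inhibition across replicates of 30% or more, regardless of how many single replicates reach that level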;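 note: positive control wells lacked labelled fibronectin entirely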
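Assay system: AH1F fibroblasts assembling fluorescent fibronectin matrix; Amount: 10000 AH1F cells per well; Buffer or medium: DMEM, 2% serum; Probe or stimulus: Alexa488-fibronectin, 24 nM final in well; Doses: single compound dose, delivered by pin transfer; Incubation: 1 h adhesion, overnight exposure; Measured by: fluorescence 485/525 nm; Read-out: fibronectin deposition inhibition.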
miR-122 sensor: blocks miR-122 activity in Huh7 sensor cells | Huh7 miR-122 Renilla luciferase sensor, 48 h; neutral wells = 0, positive control = 100 | activation (reporter increase), % at 12.5 µM | 340,000 tested, 0.3% active | AID 602342;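 active = mean replicate activation score at least 90 and every replicate individually at or above 90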;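 note: higher luciferase means less miR-122 activity so hits act as miR-122 inhibitors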
EWS-Fli inh: blocks EWS/Fli oncoprotein-driven transcription; inhibition, % at 12.6 µM; AID 651661; A673 NR0B1-luciferase reporter, viability-normalised; 350,000 tested, 0.67% active;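 active = mean inhibition of at least 50% after viability correction, with every replicate also passing that limit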;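 note: firefly luciferase signal divided by Alamar Blue viability fluorescence both relative to DMSO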
DENV2 CPE rescue: DENV2-induced cell death inhibition; DENV2-infected cells, cytopathic effect rescue, plate reader; CPE inhibition, % at 9.99 µM; 350,000 tested, 1.7% active; AID 651640; in the data active = CPE inhibition above about 20%, passing the limit was not always enough; tested in BHK-21 cells;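 note: 0% = median of neutral control wells and 100% = median of positive control wells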
Active calls of the source: *; [ ] = another dose, or the depositor's remark. Random draw from the library. Share with any hit: about 3.9%.

`Cc1ccc(N2C(=O)C(O)(C(F)(F)F)C3=C2CC(C)(C)CC3=O)cc1C` (stereo not drawn) gave INS-1E GSIS act -0.6, CFTR F508del cor 6.1, EWS-Fli inh 5.0 and DENV2 CPE rescue 2.8.
O=C(C[C@@H]1C/C=C\CC[C@@H](Cc2ccc(F)cc2)C(=O)OC[C@@H]2CCCN2C1=O)NCCO was read as INS-1E GSIS act -0.5, CFTR F508del cor -1.4, PAX8 reporter -23.6, FN deposit inh 4.5, miR-122 sensor 1.3, EWS-Fli inh -1.4 and DENV2 CPE rescue 5.6.
For COC(C/C=C\[C@H](O)[C@H](C)OCc1ccccc1)OC the results were INS-1E GSIS act -2.0, CFTR F508del cor -1.5, PAX8 reporter -5.9, FN deposit inh 1.7, miR-122 sensor -6.1, EWS-Fli inh -0.9 and DENV2 CPE rescue 1.0.
Screening CN(C)CC(=O)Nc1ccc2c(c1)[C@@H]1C[C@@H](CC(=O)N3CCc4ccccc4C3)O[C@H](CO)[C@@H]1O2 returned INS-1E GSIS act -0.8, CFTR F508del cor -1.5, PAX8 reporter -0.2, FN deposit inh 1.5, miR-122 sensor -8.2[16.7 µM], EWS-Fli inh -1.9 and DENV2 CPE rescue 0.4.
Cc1coc2c(C)c3oc(=O)c(CCC(=O)NCCCN4CCCC4=O)c(C)c3cc12 was read as INS-1E GSIS act -2.7, CFTR F508del cor -0.8, miR-122 sensor 1.5, EWS-Fli inh -5.7 and DENV2 CPE rescue 0.2.
Screening Cc1ccccc1NC(=O)CCC(=O)N/N=C/c1ccncc1 returned CFTR F508del cor 2.0, PAX8 reporter 9.7, FN deposit inh 1.9, miR-122 sensor -2.6, EWS-Fli inh -4.5 and DENV2 CPE rescue -2.9.

Nothing new here: 4 of the compounds above.
`Cc1ccc(N2C(=O)C(O)(C(F)(F)F)C3=C2CC(C)(C)CC3=O)cc1C` (stereo not drawn) gave INS-1E GSIS act -0.6, CFTR F508del cor 6.1, EWS-Fli inh 5.0 and DENV2 CPE rescue 2.8.
O=C(C[C@@H]1C/C=C\CC[C@@H](Cc2ccc(F)cc2)C(=O)OC[C@@H]2CCCN2C1=O)NCCO was read as INS-1E GSIS act -0.5, CFTR F508del cor -1.4, PAX8 reporter -23.6, FN deposit inh 4.5, miR-122 sensor 1.3, EWS-Fli inh -1.4 and DENV2 CPE rescue 5.6.
For COC(C/C=C\[C@H](O)[C@H](C)OCc1ccccc1)OC the results were INS-1E GSIS act -2.0, CFTR F508del cor -1.5, PAX8 reporter -5.9, FN deposit inh 1.7, miR-122 sensor -6.1, EWS-Fli inh -0.9 and DENV2 CPE rescue 1.0.
Screening CN(C)CC(=O)Nc1ccc2c(c1)[C@@H]1C[C@@H](CC(=O)N3CCc4ccccc4C3)O[C@H](CO)[C@@H]1O2 returned INS-1E GSIS act -0.8, CFTR F508del cor -1.5, PAX8 reporter -0.2, FN deposit inh 1.5, miR-122 sensor -8.2[16.7 µM], EWS-Fli inh -1.9 and DENV2 CPE rescue 0.4.
